Screening data: PubChem, Broad Institute
CAL PDZ FP-1 = CAL PDZ peptide-binding inhibitors, primary screen, biochemical, fluorescence polarization, Cer-tagged CAL PDZ, HTS; Golgi-associated PDZ and coiled-coil motif-containing protein (Homo sapiens), Q9HD26; purified CAL PDZ, TMR-peptide fluorescence polarization, 1 h; inhibition, % at 20 µM; actives 0.02% (n = 330,000); AID 504414, 2011;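 active means highest replicate inhibition of at least 40%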;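 further: plate controls were DMSO neutral control wells for no effect and unlabeled competitor peptide control wells for full effect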
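System: purified tagged CAL PDZ domain construct (CerCALP). Schedule: 1 h incubation at room temperature before polarization reading. Medium: 25 mM sodium phosphate pH 7.4, 150 mM NaCl, TCEP, IgG, Thesit. Read-out: percent inhibition from loss of millipolarization. Measured by: FP readout, S and P plane fluorescence. Probe or stimulus: fluorescent TMR peptide probe.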
Rtt109 Vps75 = inhibitors of C. albicans Rtt109/Vps75 HAT, primary screen, biochemical, ThioGlo CoA-SH fluorescence, plate reader. Histone acetyltransferase RTT109 (Candida albicans (strain SC5314 / ATCC MYA-2876)), …. purified Rtt109/Vps75, 4 h. inhibition, % at 34.9 µM. actives 0.16% (n = 330,000). AID 540336, 2011;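 active means inhibition of at least 50% in every replicate; inconclusive means best replicate reaches 50% inhibition but some replicates fall short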
Target sequence (Q5AAJ8 whole entry, looked up): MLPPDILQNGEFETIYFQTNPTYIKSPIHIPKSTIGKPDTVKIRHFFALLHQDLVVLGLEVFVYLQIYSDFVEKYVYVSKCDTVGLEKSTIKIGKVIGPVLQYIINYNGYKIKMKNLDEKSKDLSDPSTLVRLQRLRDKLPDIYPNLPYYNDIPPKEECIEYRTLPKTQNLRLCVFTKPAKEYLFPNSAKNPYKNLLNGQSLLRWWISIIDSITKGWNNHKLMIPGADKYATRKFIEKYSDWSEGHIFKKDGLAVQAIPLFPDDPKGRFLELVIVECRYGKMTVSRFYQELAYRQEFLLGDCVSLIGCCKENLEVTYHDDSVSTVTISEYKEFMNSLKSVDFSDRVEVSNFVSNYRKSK
dFosB act = activators of delta FosB homodimer, primary screen, biochemical, fluorescence polarization, TAMRA-CDK5 oligo, single point; activation, % at 25 µM; AID 493131, 2011; purified delta FosB; percent of positive-control signal above neutral wells; actives 0.99% (n = 340,000); Protein FosB (Mus musculus), P13346;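 active means mean activation above about 17%, with every replicate also reaching it, limit read from the data, passing the limit was not always enough; inconclusive means only one of the two conditions met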;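 further: fluorescence polarization rise as delta FosB binds a TAMRA Cdk5 AP-1 oligo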
Target sequence (P13346 whole entry, looked up): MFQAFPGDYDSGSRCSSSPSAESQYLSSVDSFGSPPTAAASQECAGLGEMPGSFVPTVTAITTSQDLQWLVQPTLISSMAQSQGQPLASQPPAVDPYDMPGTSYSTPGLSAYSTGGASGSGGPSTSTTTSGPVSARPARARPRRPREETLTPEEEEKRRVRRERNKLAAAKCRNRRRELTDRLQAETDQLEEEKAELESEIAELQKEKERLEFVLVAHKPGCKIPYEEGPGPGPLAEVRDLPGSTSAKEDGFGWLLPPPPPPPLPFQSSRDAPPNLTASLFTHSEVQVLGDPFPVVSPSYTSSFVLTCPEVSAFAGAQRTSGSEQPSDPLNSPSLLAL
PvdQ acylase = P. aeruginosa PvdQ acylase inhibitors, primary screen, biochemical, fluorescence, plate reader and imaging, single point; PvdQ acylase [Pseudomonas aeruginosa LESB58]; AID 488965, 2010; inhibition, % at 10 µM; purified PvdQ acylase; actives 0.063% (n = 340,000); in the data active means inhibition above about 30%, passing the limit was not always enough; inconclusive means no clear call, values can overlap the other calls;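 further: 0% = vehicle neutral wells and 100% = reference inhibitor wells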
NSD2 HMT inh = NSD2 histone methyltransferase inhibitors, primary screen, biochemical, AlphaScreen, single concentration, set 2 | actives 0.54% (n = 310,000) | inhibition, % at 12.5 µM | NSD2 peptide methylation, 120 min; in the data active means inhibition above about 50%
SR-BI DiI-HDL act = activators of SR-BI mediated DiI-HDL uptake, primary screen, ldlA[mSR-BI] CHO cells, DiI fluorescence; 3 h; 100 = double the neutral-control signal; actives 0.096% (n = 320,000); activation, % at 12.5 µM;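 active means mean replicate activation of at least 60% and every replicate at or above 60%; inconclusive means mean or all-replicate condition met, but not both; inactive means mean below 60% and not all replicates reaching 60%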;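 further: 0% = median plate neutral-control signal and 100% = twice that signal; values of inactives mirror those of a sister screen read the other way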
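Test system: SR-BI-overexpressing, LDLR-lacking CHO cells; Also added: labelled HDL, 10 µg/mL; Measured by: bottom-read cell fluorescence after medium removal, ex 550/em 595 nm; Timing: 3 h uptake period with compound, 37 °C; Buffer or medium: F12, 0.5% BSA, 25 mM HEPES; Doses: single compound concentration, delivered by pin transfer.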
SR-BI DiI inh = inhibitors of SR-BI mediated HDL lipid uptake, primary screen, ldlA[mSR-BI] cells, fluorescence, single point. inhibition, % at 12.5 µM. actives 0.96% (n = 320,000). ldlA[mSR-BI] CHO cells, DiI-HDL uptake fluorescence, 3 h. Scavenger receptor class B member 1 (Mus musculus), Q61009. AID 488896, 2010;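 active means mean replicate inhibition of at least 70% and a set share of replicates each scoring 70 or more; inconclusive means meets just one of the two criteria; inactive means fails both criteria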;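 further: 0% = median of neutral control wells and 100% = median of positive control wells; values of inactives mirror those of a sister screen read the other way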
PfHsp90 set2 = growth inhibition of PfHsp90-expressing yeast, primary screen, antimalarial PfHsp90 inhibitor project, S. cerevisiae, BacTiter-Glo luminescence, single point, set 2; actives 0.32% (n = 310,000); BacTiter-Glo ATP, 48 h; yeast lacking PDR1 and PDR3 efflux regulators; AID 504621, 2011; inhibition, % at 9.4 µM;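 active means every replicate shows inhibition above about 80%, whatever the replicate mean, limit read from the data; inconclusive means mean inhibition reaches the set limit but some replicate falls short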;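 further: 0% = DMSO neutral controls and 100% = 20 µM radicicol positive controls; yeast relying on Plasmodium falciparum Hsp90 in place of its own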
CAL PDZ FP-2 = untagged CAL PDZ binding inhibitors, primary screen, biochemical, fluorescence polarization, HTS. purified CAL PDZ, TMR-peptide fluorescence polarization, 1 h. AID 602252, 2012. Golgi-associated PDZ and coiled-coil motif-containing protein (Homo sapiens), Q9HD26. actives 0.92% (n = 300,000). inhibition, % at 24.9 µM;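 active means mean inhibition of at least 30% with at least half of replicates also reaching 30%; inconclusive means no clear call, values can overlap the other calls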;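 further: 0% = DMSO neutral control and 100% = excess unlabeled competitor peptide PRC23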
MITF TRPM1 HTS = activators of MITF-driven TRPM1 promoter reporter, primary screen, cell-based, SK-MEL-5, luciferase, single point. SK-MEL-5 TRPM1-promoter luciferase, 24 h; % of positive control, neutral wells = 0. activation, % at 12.5 µM. actives 0.75% (n = 300,000). AID 588334, 2011;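 active means mean activation of at least 80% with every replicate also reaching 80%; inconclusive means mean reaches 80% but some replicate falls short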;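 further: 0% = neutral control wells and 100% = parthenolide positive control wells; values of inactives mirror those of a sister screen read the other way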
Numbers without * were called inactive; ? = inconclusive; nt = not tested or not shown.

SMILES	CAL PDZ FP-1	Rtt109 Vps75	dFosB act	PvdQ acylase	NSD2 HMT inh	SR-BI DiI-HDL act	SR-BI DiI inh	PfHsp90 set2	CAL PDZ FP-2	MITF TRPM1 HTS
Clc1ccc(-c2cn3c(n2)CCC3)cc1	0.9	4	-3	-8	nt	-7	7	-1	-1	92*
COc1ccc(CCNC(=O)NC23CC4CC(CC(C4)C2)C3)cc1OC	0.0	-4	-1	-4	7	13	-13	nt	-2	3
C#CCOCCOCCOCCNc1nc(N2CCN(C(=O)Cn3cc(CC(C)O)nn3)CC2)nc(N2CCN(C(=O)[C@H](CCCCN)n3cc(CCC(=O)O)nn3)CC2)n1 (some centres not stated)	0.1	3	-18	-10	nt	34	-34	-20	0	15
O=C(O)/C(=C/c1cccnc1)NC(=O)c1ccccc1	0.0	-2	6	-1	-5	19	-19	1	-2	-6
CCOc1ccc2cc(C(=O)NCc3ccccc3)c(=N)oc2c1	-1.5	0	-8	-1	-3	2	-2	19	0	10
COc1ccc(CCC(=O)NCCCNC(=O)CCc2ccc(OC)cc2)cc1	0.1	-2	0	-11	-1	-10	10	-8	8	-8
O=[N+]([O-])c1cccc(/C=C/C=N/Nc2nc(N3CCCCC3)nc(N3CCCCC3)n2)c1	-1.8	-1	-9	-4	1	-2	2	-22	1	-6
COC(=O)c1sc(S(=O)(=O)N2CCCCC2C(=O)O)c(C(=O)OC)c1C (configuration not stated)	-0.1	-6	5	-20	2	10	-10	26	-2	2
CC(C)CN(C(=O)CSc1nnnn1-c1ccccc1)c1c(N)n(CC(C)C)c(=O)[nH]c1=O	-0.8	nt	38*	-9	-2	-8	8	-1	4	-14
O=C(C1CCCC1)N(c1ccccc1)C1C=CS(=O)(=O)C1 (configuration not stated)	-1.4	-4	-7	-2	-1	-2	2	16	-4	-8

The list goes on (7 carried over from the part before).
SMILES	CAL PDZ FP-1	Rtt109 Vps75	dFosB act	PvdQ acylase	NSD2 HMT inh	SR-BI DiI-HDL act	SR-BI DiI inh	PfHsp90 set2	CAL PDZ FP-2	MITF TRPM1 HTS
O=C(O)/C(=C/c1cccnc1)NC(=O)c1ccccc1	0.0	-2	6	-1	-5	19	-19	1	-2	-6
CCOc1ccc2cc(C(=O)NCc3ccccc3)c(=N)oc2c1	-1.5	0	-8	-1	-3	2	-2	19	0	10
COc1ccc(CCC(=O)NCCCNC(=O)CCc2ccc(OC)cc2)cc1	0.1	-2	0	-11	-1	-10	10	-8	8	-8
O=[N+]([O-])c1cccc(/C=C/C=N/Nc2nc(N3CCCCC3)nc(N3CCCCC3)n2)c1	-1.8	-1	-9	-4	1	-2	2	-22	1	-6
COC(=O)c1sc(S(=O)(=O)N2CCCCC2C(=O)O)c(C(=O)OC)c1C (configuration not stated)	-0.1	-6	5	-20	2	10	-10	26	-2	2
CC(C)CN(C(=O)CSc1nnnn1-c1ccccc1)c1c(N)n(CC(C)C)c(=O)[nH]c1=O	-0.8	nt	38*	-9	-2	-8	8	-1	4	-14
O=C(C1CCCC1)N(c1ccccc1)C1C=CS(=O)(=O)C1 (configuration not stated)	-1.4	-4	-7	-2	-1	-2	2	16	-4	-8
ClC(/C=N/n1cnnc1)=C/c1ccccc1	-1.4	2	4	1	-2	-18	18	4	nt	nt
Cc1nn(-c2ccccc2)c2sc(C(=O)N3CCc4ccccc4C3)cc12	-0.6	-9	-7	-7	1	-36	36	-33	-5	4
CCOc1cc(C(=O)Nc2c(C)ccc3nsnc23)cc(OCC)c1OCC	0.2	-13	1	-13	nt	-14	14	9	1	0
COc1ccc(NC(=O)C(Sc2ccccc2)c2ccccc2)c(OC)c1 (configuration not stated)	-1.0	3	-2	5	0	-21	21	nt	8	2
O=C(Nc1ccccn1)C1COc2ccccc2O1 (configuration not stated)	-1.3	nt	4	-10	-1	2	-2	-18	-5	39
COc1ccc(-c2nnc3n2CCCCC3)cc1	-1.9	1	5	0	5	nt	nt	1	-4	nt
Cc1cccc(C)c1OCc1cc(C(=O)NCc2ccc(Cl)s2)no1	-2.6	-4	0	-19	-3	-12	12	8	-1	-10
COc1cccc(NC(=O)C(C)OC(=O)c2n[nH]c3ccccc23)c1 (configuration not stated)	-1.2	4	-13	-22	1	-7	7	9	nt	-3
C/C(Cn1nnc([N+](=O)[O-])n1)=N\NC(=O)c1ccccc1O	-1.6	0	-7	-19	-1	nt	nt	16	-3	-34
COc1ccc2c(CC(=O)NCc3cccs3)coc2c1	-0.8	-1	-2	8	4	11	-11	-6	-1	10

Entries of single compounds from above. Order of screens: CAL PDZ FP-1	Rtt109 Vps75	dFosB act	PvdQ acylase	NSD2 HMT inh	SR-BI DiI-HDL act	SR-BI DiI inh	PfHsp90 set2	CAL PDZ FP-2	MITF TRPM1 HTS
COc1ccc(NC(=O)C(Sc2ccccc2)c2ccccc2)c(OC)c1 (configuration not stated) is listed as -1.0	3	-2	5	0	-21	21	nt	8	2
ClC(/C=N/n1cnnc1)=C/c1ccccc1 is listed as -1.4	2	4	1	-2	-18	18	4	nt	nt

Next part.
SMILES	CAL PDZ FP-1	Rtt109 Vps75	dFosB act	PvdQ acylase	NSD2 HMT inh	SR-BI DiI-HDL act	SR-BI DiI inh	PfHsp90 set2	CAL PDZ FP-2	MITF TRPM1 HTS
CCCC(=O)Nc1ccc(NC(=O)c2cc3ccccc3o2)c(OC)c1	9.3	10	2	2	-2	-52	52	5	-9	64
COc1ccc(C/C(C)=N/NC(=S)Nc2ccc(C)c(C)c2)cc1	0.0	0	-2	12	0	4	-4	-23	-3	11
CNCc1ccccc1Sc1cc(O)ccc1O	0.4	-11	-1	-15	50	7	-7	-3	-3	-11
O=C(CCl)N(CCc1ccccc1)CCc1ccccc1	-1.8	17	-2	1	-1	0	0	-5	-6	0
CCCn1c2ccccc2c2nnc(SCC(=O)Nc3nnc(CC(=O)OCC)s3)nc21	-2.6	-6	-4	-13	-6	nt	nt	-12	-2	-2
CC(=O)Nc1ccc(S(=O)(=O)N/N=C/c2ccc(C)s2)cc1	-1.5	-6	-8	2	1	2	-2	23	-5	37
COc1ccc(C2CC(O)(c3ccccc3)Oc3cc(OC)c(OC)c(OC)c32)cc1 (configuration not stated)	-0.2	-5	-3	-10	nt	2	-2	13	-13	6
CCC(C)(C)NC(=O)CN(CCc1cccc(C)c1)C(=O)c1csnn1	-1.7	-14	1	-13	0	16	-16	16	nt	11
N/C(CC1CC1(Cl)Cl)=N\OC(=O)c1ccccc1 (configuration not stated)	0.7	4	7	-5	-3	12	-12	-6	nt	nt
O=C(N/N=C/c1ccc(OCCCF)cc1)c1ccc(C(F)(F)F)cc1	-0.1	-5	-7	9	0	-27	27	-8	nt	1
CCOC(=O)C(=O)/C(C#N)=C/Nc1ccccc1	-1.6	-2	8	0	1	29	-29	nt	-2	-4
CC(Oc1ccc2ccc(=O)oc2c1)C(=O)NC1CC(C)(C)NC(C)(C)C1 (configuration not stated)	-1.0	5	1	0	15	14	-14	-15	nt	-9
CCOC(=O)c1c(C)[nH]c(C(=O)CSc2nccc(C)n2)c1C	-2.3	4	9	-9	-1	-30	30	0	-2	47
Cc1cc(C)cc(OCC(=O)NCCc2nc3ccccc3[nH]2)c1	-0.2	7	-3	14	0	39	-39	-2	-3	-8
O=C(Nc1ccc(NC(=O)c2ccco2)nc1)c1ccco1	-2.2	5	-12	0	-2	-6	6	nt	1	-2
O=C(Nc1nc(-c2ccc3ccccc3c2)cs1)c1ccc(N2C(=O)CCC2=O)cc1	-1.9	-3	45*	-14	nt	-39	39	-29	-10	-17
CCN(CC)c1ccc(C=Nc2cc(C)ccc2C)c(O)c1	-0.3	15	-7	1	3	-4	4	18	5	-1
CN(C)S(=O)(=O)c1ccc(NC(=O)CN2C(=O)NC(Cc3ccccc3)C2=O)cc1 (configuration not stated)	-0.9	11	-8	-7	0	12	-12	-9	nt	-4
COc1cccc(C(C(=O)NC2CCCC2)N(Cc2ccco2)C(=O)c2ccco2)c1OC (configuration not stated)	0.1	-7	0	-2	4	30	-30	-40	-6	nt
CCn1cc(C(=O)N2CCN(c3cccc(C)c3C)CC2)c(=O)c2ccc(C)nc21	-2.6	12	-10	10	-2	-18	18	8	-3	-1
COc1cc(/C=N/N2CCN(C3c4ccccc4-c4ccccc43)CC2)cc(OC)c1O	-2.2	3	-5	-14	0	2	-2	-14	-2	-3
NC(=O)c1nn(-c2cccc(Cl)c2)c(=O)cc1O	-0.6	-8	1	1	-4	15	-15	-12	10	-7
O=C(O)CNC(=O)/C(=C\c1ccco1)NC(=O)c1ccco1	-0.6	5	-5	-12	-1	9	-9	-15	nt	-6
N#Cc1c(Nc2ccccc2)c(C=NCCN2CCOCC2)c[nH]c1=O	-0.5	15	-4	0	0	23	-23	20	nt	nt
O=C(Nc1ccc(Cl)cc1)N1CCOCC1	-0.2	-1	-4	-7	-3	1	-1	3	nt	21
Cc1ccc(S(=O)(=O)NC(=O)Nc2ccccc2F)cc1	-5.0	nt	5	-13	-3	0	0	nt	-4	nt
COc1ccccc1NC(NC(=O)c1ccco1)C(=O)c1ccccc1 (configuration not stated)	-1.9	11	-1	-4	nt	-2	2	-6	-1	-1
Cc1nnc(NC(=O)c2cccc(S(=O)(=O)N3CCc4ccccc43)c2)s1	-1.3	0	-2	-7	-1	19	-19	-9	-3	1
CC1SCC(=O)N(CC(=O)NCCc2ccccc2)C1=O (configuration not stated)	-1.4	0	6	-9	1	-4	4	-4	-2	0
CCOC(=O)c1sc(=NC(=O)c2cccc(OC)c2)n(C)c1C	-1.3	nt	-10	7	0	-66	66	nt	-2	?
COC(=O)c1ccc(N2CCOCC2)c(NC(=O)c2ccc3c(c2)OCCO3)c1	-2.8	-8	-3	-12	-3	-28	28	6	-4	-1
